Screens from PubChem.
HCV inhibitor: blocks hepatitis C virus | Huh7.5.1 HCVcc-Cre infection, luciferase reporter, 44 h | Potency, µM (highest dose often 41.8 µM), for inactives: at the top dose activity change, negative = inhibition, actives largely listed as inhibitors | 340,000 compounds, 3.4% hits; also: potency is read from the fitted curve at half-maximal effect
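After 44 h co-culture of compound, cells and HCVcc-Cre (~0.5 moi), substrate is added for 15 min at room temperature and luciferase measured over 15 sec. Cells were seeded at 1,000/well and pre-cultured 4 h.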
LmPK inhibitor: blocks Leishmania mexicana pyruvate kinase activity | 290,000 compounds, 0.37% hits | purified LmPK, Kinase-Glo ATP luminescence, 1 h | AID 1721 | Potency, µM (top dose mostly 57.5 µM), without a hit: at the top dose activity change, negative = inhibition, usual class: inhibitors | Q27686; also: potency is read from the fitted curve at half-maximal effect
Target sequence (Q27686 whole entry, looked up): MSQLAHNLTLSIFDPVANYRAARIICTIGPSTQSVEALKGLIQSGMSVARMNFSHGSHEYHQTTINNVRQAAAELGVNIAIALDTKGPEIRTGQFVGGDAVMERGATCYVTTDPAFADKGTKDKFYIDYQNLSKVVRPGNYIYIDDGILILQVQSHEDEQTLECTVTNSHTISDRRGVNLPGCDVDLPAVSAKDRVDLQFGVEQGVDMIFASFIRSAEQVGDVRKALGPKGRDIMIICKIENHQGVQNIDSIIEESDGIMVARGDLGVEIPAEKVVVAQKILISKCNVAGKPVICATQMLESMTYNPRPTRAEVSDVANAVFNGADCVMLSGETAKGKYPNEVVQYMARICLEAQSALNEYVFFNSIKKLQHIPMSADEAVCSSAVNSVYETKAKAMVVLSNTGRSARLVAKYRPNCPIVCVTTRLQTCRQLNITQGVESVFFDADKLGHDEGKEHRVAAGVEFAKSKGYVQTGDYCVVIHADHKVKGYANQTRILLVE
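qHTS format; LmPK 0.1 nM; substrates PEP 0.5 mM and ADP 0.1 mM. One-hour room-temperature incubation, then coupled luciferase luminescence; 0.5 nM enzyme wells mark activation.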
AmpC detergent: AmpC beta-lactamase inhibition with detergent present; Potency, µM (top dose mostly 114 µM), for inactives: at the top dose activity change, negative = inhibition, most hits filed as inhibitors; 370,000 compounds, 0.041% hits; AmpC hydrolysis of nitrocefin, absorbance 480 nm, 0.01% Triton;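 also: potency is read from the fitted curve at half-maximal effect; 0% = no-compound wells and -100% = no-enzyme wells; nearly all actives have a fitted effect of over 25% in size; some results filed as inactive show a strong effect at the top dose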
Target sequence (P00811 whole entry, looked up): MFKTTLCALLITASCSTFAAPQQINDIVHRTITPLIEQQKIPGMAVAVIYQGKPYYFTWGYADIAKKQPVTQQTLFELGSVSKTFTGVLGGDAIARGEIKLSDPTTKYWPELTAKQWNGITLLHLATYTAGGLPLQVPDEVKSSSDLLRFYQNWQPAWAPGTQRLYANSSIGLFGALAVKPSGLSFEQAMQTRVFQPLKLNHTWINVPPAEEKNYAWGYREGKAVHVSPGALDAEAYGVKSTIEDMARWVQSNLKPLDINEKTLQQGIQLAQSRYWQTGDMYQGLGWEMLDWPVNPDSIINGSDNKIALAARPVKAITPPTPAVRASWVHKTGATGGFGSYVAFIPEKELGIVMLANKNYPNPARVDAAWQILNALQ
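AmpC (5.3 nM in the dispensed reagent) in 20 mM phosphate pH 7.0 with 0.01% (detergent screen) or 0.0001% Triton X-100 was preincubated with compounds for 15 min at room temperature. Nitrocefin was then added from an 800 uM solution, and hydrolysis was followed at 480 nm.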
TbPYK inhibitor: blocks Trypanosoma brucei pyruvate kinase | 410,000 compounds, 0.12% hits | Potency, µM (series often up to 76.8 µM), inactives show top-dose activity, negative = inhibition, actives largely listed as inhibitors | TbPYK enzyme, Kinase-Glo Plus ATP luminescence, 45 min | Q57TT1; also: potency is read from the fitted curve at half-maximal effect; nearly all actives have a fitted effect of over 50% in size
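In this concentration-response screen, enzyme-free wells defined baseline while DMSO plates tracked drift. Each reaction combined TbPYK, substrate, compound and 130 uM ADP for 45 min at room temperature. Kinase-Glo Plus luminescence gave the signal.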
AmpC inh no detg: blocks E. coli AmpC beta-lactamase in detergent-free assay. P00811. AmpC nitrocefin hydrolysis, absorbance 480 nm, 0.0001% Triton. Potency, µM (highest dose often 57.1 µM), for inactives: at the top dose activity change, negative = inhibition, hits mostly inhibitors. 330,000 compounds, 0.52% hits. AID 485341;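 also: potency is read from the fitted curve at half-maximal effect; plate controls were no compound for no effect and no enzyme for full effect; nearly all actives have a fitted effect of over 20% in size; some results filed as inactive show a strong effect at the top dose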
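AmpC (5.3 nM in the dispensed reagent) in 20 mM phosphate pH 7.0 with 0.01% (detergent screen) or 0.0001% Triton X-100 was preincubated with compounds for 15 min at room temperature. Nitrocefin was then added from an 800 uM solution, and hydrolysis was followed at 480 nm.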
HCMV inh: human cytomegalovirus inhibition; HFF cells, HCMV-luciferase reporter, 72 h; active compounds read low; activity change, negative = inhibition, % at 57.5 µM; 410,000 compounds, 4.5% hits; AID 1259415; in the data active = activity change below about -60%; inconclusive = no clear call, values can overlap the other calls; inactive = above about -39%
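Luciferase read-out from HCMV-luciferase-infected HFFs (MOI 1 PFU/cell) 72 h post infection at 37C; compounds added after 16 h cell attachment; activity normalized between buffer-only basal and Salinomycin (10uM) inhibitor controls.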
AMA1 RON2 block: inhibitors of Plasmodium falciparum AMA1-RON2 interaction | Potency, µM (doses to about 58.2 µM), inactives show top-dose activity change, negative = inhibition, usual class: inhibitors | AlphaScreen AMA1-biotinylated RON2 peptide binding | AID 720542 | 360,000 compounds, 0.2% hits;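 also: potency is read from the fitted curve at half-maximal effect; 0% = vehicle wells and -100% = peptide control; nearly all actives have a fitted effect of over 45% in size; some results filed as inactive show a strong effect at the top dose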
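AMA1 (3D7) with his tag at 25 nM final met compounds first, then biotinylated RON2 peptide at 25 nM; detection used donor plus acceptor beads, 10 µg/mL apiece, read by AlphaScreen after 30 min at room temperature.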
Active calls of the source: *; u = inconclusive; x = no result given; & = joins results of further samples; [ ] = another dose, or the depositor's remark. Unless noted, calls follow the shape of the dose curve; as a rule, active = well fitted curve in the direction sought with a large enough effect; inconclusive = small, poorly fitted or top-dose-only effect, or another doubt; inactive = no such curve, though single readings can be large; an effect the other way counts as inactive or inconclusive. Unless noted, % is scaled to controls: 0 for no effect and ±100 for the full control effect.

canonical_smiles | AMA1 RON2 block | HCMV inh | AmpC detergent | AmpC inh no detg | TbPYK inhibitor | LmPK inhibitor | HCV inhibitor
COC(=O)c1ccc(CN2C(=O)c3ccccc3C2=O)cc1 | 4% | -11 | u | -6% | -4% | -9% | 1%
CC1=CC(=Nc2c(C)n(C)n(-c3ccccc3)c2=O)C=CC1=O | x | x | 0% | -17% | x | u | x
CC1(C)NC(=O)N(CC(=O)OCC(=O)Nc2cc(S(=O)(=O)N3CCCCCC3)ccc2Cl)C1=O | 15%[11.6 µM] | -18 | 2% | 79%[activator] | -2% | 0% | u
CCc1ccc(NS(=O)(=O)c2c(C)nc3sc(CC)nn3c2=O)cc1 | -5% | 13&-26 | u | 8% | 6%&-10% | -4% | -26%
CCC(=O)NNc1nc2c(C)c(C)ccc2s1 | 83%[activator] | 81 | -18% | 2% | -11% | 0% | -6%
CSc1ncnc2c1ncn2CCCNCc1ccc2c(c1)OCO2 | 1% | -12 | x | x | -1% | x | x
CCC(Oc1ccccc1)C(=O)Nc1ccccc1C(=O)N1CCN(C)CC1 (stereo not drawn) | 9% | -9 | 6% | 1% | -2% | -6% | x
O=S(=O)(/N=C(/c1ccccc1)N1CCOCC1)c1ccc(F)cc1 | 1% | 16 | -7% | -10% | 1% | 1% | 12%
CC(C)(C)OC(=O)C[C@@H]1C/C=C\C[C@@H](CC(=O)N(CCO)Cc2ccccc2)C(=O)NC[C@H](c2ccccc2)OC1=O | 0% | -25 | x | 136%[activator] | -2% | x | -8%
COc1ccc(-n2cc(C(=O)c3cc4ccccc4oc3=O)c(C(C)=O)n2)cc1 | 3% | -67* | -12% | -9% | 1% | 4% | -3%
O=C(CCC(=O)Nc1nnc(C2CCCCC2)s1)NCC1CCCO1 (stereo not drawn) | 1% | 5 | u | -19% | 3% | -3% | 19%
Cc1ccc(C(=O)C(OC(=O)c2cnccn2)c2ccccc2)cc1C (stereo not drawn) | -6% | 1 | 4% | 51% | -6% | -1% | 33%[activator]
CCC(=O)N1CCc2cc(CNS(=O)(=O)c3ccc(CC(C)C)cc3)ccc21 | x | u | -2% | x | 2% | x | x
Cc1cccc(OCC(=O)NCc2ccc3c(c2)CCN3C(=O)c2ccccc2)c1 | x | -10 | -6% | x | -1% | x | x
O=C(CSc1ccc2c(c1)OCCO2)Nc1ccc2c(c1)OCO2 | -7% | x | -4% | -30% | 1% | 5% | -16%
c1ccc(-c2csc(NNC3=NCCCCC3)n2)cc1 | -13% | -3 | -1% | 66%[activator] | -15% | -11% | -15%
COc1cccc(C(=O)c2cn(CC(=O)Nc3cc(Cl)c(OC)cc3OC)c3nc(C)ccc3c2=O)c1 | x | 4 | -13% | x | 1% | x | x
CCOC(=O)CN(C#N)c1nc(N(C)C)nc(N(C)C)n1 | 0% | u | 3% | -18% | -4% | -6% | -16%
O=C(CS(=O)(=O)c1ccc(Cl)cc1)Nc1nccs1 | 161%[activator] | -15 | x | x | -7% | x | x
O=C(Nc1ccc(N2CCOCC2)c(Cl)c1)c1ccc(-n2cnnc2)cc1Cl | -6% | -15 | 9% | 37% | -5% | 4% | 9%
Cc1[nH]nc2c1C(c1cccc(O)c1)C1=C(CC(C)(C)CC1=O)N2 (stereo not drawn) | 3% | 0 | u | -20% | -3% | 6% | 7%
Cc1nnc2n1CCCCC2 | 0% | 13 | 1% | -18% | 4% | 2% | 25%
COC1=CC(=O)c2ccccc2C1=O | 6% | x | x | -9% | -6% | x | 1µM*
Cc1ccc(C(=O)OCC(=O)N2CCC(C)CC2)cc1S(=O)(=O)N1CCOCC1 | -8% | 23 | x | x | 4% | x | x
CN1CCc2nc3sc(C(=O)c4ccc(F)cc4)c(N)c3cc2C1 | x | 5 | 20% | x | -14% | x | x

Brought forward from above: three entries, followed by the next part.
canonical_smiles | AMA1 RON2 block | HCMV inh | AmpC detergent | AmpC inh no detg | TbPYK inhibitor | LmPK inhibitor | HCV inhibitor
COC1=CC(=O)c2ccccc2C1=O | 6% | x | x | -9% | -6% | x | 1µM*
Cc1ccc(C(=O)OCC(=O)N2CCC(C)CC2)cc1S(=O)(=O)N1CCOCC1 | -8% | 23 | x | x | 4% | x | x
CN1CCc2nc3sc(C(=O)c4ccc(F)cc4)c(N)c3cc2C1 | x | 5 | 20% | x | -14% | x | x
Cn1c(=O)c2c(nc(NCCOc3ccc(C(C)(C)C)cc3)n2C)n(C)c1=O | 13% | -32 | 4% | -7% | -8% | 6% | u
Cc1ccc(C2=NN(CC(=O)NCc3cccnc3)C(=O)CC2)cc1 | x | x | -5% | -25% | x | 2% | 2%
Cc1ccccc1NS(=O)(=O)c1cccc2nsnc12 | 1% | -4 | -3% | -9% | -10% | -1% | 25%
COc1ccc(Cl)cc1C(=O)NNC(=O)c1cccc(S(=O)(=O)N(C)C)c1 | 73%[activator] | -5 | -3% | -32% | 4% | 6% | -15%
CCOC(=O)C1CN(S(=O)(=O)c2cccc(C(F)(F)F)c2)c2cc(CC(=O)OC)ccc2O1 (stereo not drawn) | 2% | -21 | 0% | 64%[activator] | 9% | 2% | 14%
CCCCCc1c(Cc2ccccc2)ncn1CCc1ccccc1OC | -18% | -94* | x | x | 4% | x | x
Cc1c(Cl)cccc1NC(=O)CSc1nc(=O)n(CCCN2CCOCC2)c2c1CCC2 | 4% | 6 | 0% | 71%[activator] | 0% | x | 19%
CN1CCN2c3ccccc3CC(C#N)(C#N)C2C1 (stereo not drawn) | 5% | -6 | x | x | -3% | x | x
CC1=C/C(=C(/c2ccc(O)c(C)c2)c2ccccc2S(=O)(=O)O)C=CC1=O | -21% | u | -1% | -15% | -1% | x | 5%
COc1ccc(NC(=O)CSc2nnc(NC(=O)Nc3ccc(OC)cc3)s2)cc1 | x | 110 | -1% | x | -7% | x | x
Cc1ccc(S(=O)(=O)NNC(=S)Nc2c(Cl)cccc2Cl)cc1 | 70%[activator] | -1 | 4% | -28% | -6% | 0% | 10%
CCOC(=O)c1[nH]c(C)c(C(=O)NC2CCCCC2)c1C | -5% | -11 | -13% | 0% | -8% | 4% | 6%
CC(=O)Nc1cccc(C(=O)OCC(=O)NCc2cc(C)c(O)c(C)c2)c1 | 6% | 10 | u | u | 0% | x | 2%[8.37 µM]
O=C(CSc1nnc(COc2ccccc2)o1)NC1CC2CCC1C2 (stereo not drawn) | 10% | 1 | 2% | 2% | -6% | 4% | x
CCOc1nc(NCCO)nc(NCCC2=CCCCC2)n1 | -11% | 22 | -11% | -2% | -8% | 1% | -10%
O=C(NCCc1cccc(Cl)c1)c1cccnc1 | -4% | 82 | u | -25% | -2% | 1% | 3%
Cc1ccc2c(c1)N(CC(=O)NCCCN1CCOCC1)C(=O)C(C(C)C)O2 (stereo not drawn) | -4% | -16 | -5% | -5% | 1% | x | -4%
CCc1cc(C(=O)c2ccc(OC)cc2)c(NC(=O)CC(C)(C)CC(=O)O)s1 | -4% | 14 | 1% | -25% | -8% | 0% | 15%
COc1ccc(C(CNC(=O)C(=O)NC2CCCCC2)N2CCN(C)CC2)cc1 (stereo not drawn) | -9% | -15 | 0% | -10% | 1% | x | 7%
Cc1ccc(C2c3[nH]c4ccccc4c3C[C@H]3C(=O)N(c4ccccc4C(=O)N4CCC(C(=O)O)CC4)C(=O)N23)cc1 (stereo partly drawn) | -2% | 2 | u | -42% | 5% | -1% | 11%
Cc1ccc2oc(-c3cc(NC(=O)CC(C)C)ccc3Cl)nc2c1 | x | -21 | u | x | -5% | x | x
Cc1ccc(S(=O)(=O)N2CCOCC2)cc1NC(=O)COc1ccc(C(=O)c2ccccc2)cc1 | -4% | 21 | u | 70%[activator] | 0% | x | 10µM*
CC(C)c1ccc(NC2CCCN(C(=O)CCN3CCCCC3=O)C2)cc1 (stereo not drawn) | -3% | -16 | -6% | 78%[activator] | -9% | -5% | -5%
Cc1cc(C)n2nc(CC(=O)NNC(=O)c3ccc(N(C)C)cc3)nc2n1 | 164%[activator] | -11 | -7% | 3% | 0% | -10% | 13%
COc1ccc(NC(=O)Cn2nc3n(c2=S)CCC3)cc1 | -2% | -24 | -13% | -4% | -8% | -5% | -3%

New compounds follow:
canonical_smiles | AMA1 RON2 block | HCMV inh | AmpC detergent | AmpC inh no detg | TbPYK inhibitor | LmPK inhibitor | HCV inhibitor
CCc1nnc(NC(=O)c2nc(S(C)(=O)=O)ncc2Cl)s1 | x | -12 | 12% | x | 4% | x | x
Cn1c(SCC(=O)Nc2ccc(Br)cc2)nc(O)cc1=O | -10% | 83 | 8% | -43% | 4% | 3% | 17%
COc1ccc(N2CCN(C(=O)CCCN3C(=O)c4cccc5cccc(c45)C3=O)CC2)cc1 | u | -32 | -12% | 48% | 2% | 4% | u
O=C(Nc1ccccc1C(F)(F)F)N1CCN(c2ccc3nncn3n2)CC1 | -4% | 34 | 0% | -6% | 3% | -3% | 19%
Cc1ccc([C@H]2C[C@H](n3cc(C4CC4)nn3)[C@@H](O)CN2CC2CCCCC2)cc1 | 1% | -35 | x | x | -7% | x | x
Cc1ccc(C(=O)Nc2ccncc2)o1 | 1% | -37 | -12% | -6% | -4% | -5% | 14%
Cc1ccc(C)c(NC(=O)c2cc(C)nc3ccccc23)c1 | -10% | -27 | -1% | 7% | 10% | -3% | -12%
COc1ccccc1CNC(=O)CN1C(=O)CSc2ccc(S(=O)(=O)N3CCCC3)cc21 | 1% | -1&-29 | 0%&15% | -18% | 4%&0% | 0% | -13%
CC1=C(C(=O)Nc2cccnc2)C(c2ccccc2)n2nc(-c3ccc(O)cc3)nc2N1 (stereo not drawn) | x | 26 | 0% | x | 0% | x | x
CC(C)(C)C(=O)c1no[n+]([O-])c1/C(=N/O)C(C)(C)C | 19% | -9 | -13% | -12% | -1% | 0% | -6%
COc1cccc(NC(=O)COC(=O)Cn2c(C)csc2=O)c1 | 0% | -2 | 6% | -23% | -4% | x | 18%
CCCC(=O)Nc1ccc(NC(=O)c2ccccc2F)cn1 | -3% | 69 | u | -12% | -1% | -4% | -2%
Cc1ccc(SCCNC(=O)c2cccc([N+](=O)[O-])c2C)cc1 | -6% | -10 | -9% | -26% | -8% | 6% | -15%
Cc1cccc(NC(=O)c2ccccc2OCC(=O)N2CCOCC2)c1C | -2% | 3 | 1% | 3% | 1% | 6% | 0%
Cn1c(COc2ccccc2O)[n+](C)c2ccccc21 | 1% | 8 | -2% | -12% | -1% | -1% | -9%
COc1ccc(C(=O)c2oc3ccccc3c2NC(=O)COc2cccc(C)c2)cc1 | x | 10 | 2% | x | 6% | x | x
CC(C)c1cc(N2CCN(C(=O)c3ccco3)CC2)n2c(nc3ccccc32)c1C#N | 15% | -29 | u | 0% | -1% | 8% | 6%
